# Screening results: PubChem, NCI
# mec2-1 – NCI yeast anticancer drug screen, S. cerevisiae mec2-1 strain. growth inhibition, % at 50 µM. 79,000 compounds, 9% hits. AID 157;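 further: 0% = growth of vehicle-only cultures of the same strain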
#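 mec2-1 yeast strain, carrying an alteration in DNA damage repair or cell cycle control, was exposed to compounds; growth inhibition was measured relative to vehicle-treated controls.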
# rad50 – NCI yeast anticancer drug screen, S. cerevisiae rad50 strain | growth inhibition, % at 50 µM | 79,000 compounds, 10% hits | AID 155;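 further: 0% = growth of vehicle-only cultures of the same strain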
#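 Growth of the mutant yeast was measured after compound exposure and referenced to vehicle-treated cultures.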
# sgs1 mgt1 – NCI yeast anticancer drug screen, S. cerevisiae sgs1 mgt1 strain; growth inhibition, % at 50 µM; 78,000 compounds, 10% hits;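 further: 0% = growth of vehicle-only cultures of the same strain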
#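 Read-out: growth inhibition vs vehicle controls. Cells: mutant yeast strain deficient in DNA damage repair.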
# yeast bub3 – NCI yeast anticancer drug screen, S. cerevisiae bub3 mutant strain. 78,000 compounds, 9.9% hits. % growth inhibition at 50 µM;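 further: 0% = growth of vehicle-only cultures of the same strain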
#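 Yeast carrying a defined mutation is treated with each compound, and growth is compared with that of vehicle-exposed cells to give inhibition.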
# yeast mlh1 rad18 – NCI yeast anticancer drug screen, S. cerevisiae mlh1 rad18 strain; 79,000 compounds, 11% hits; growth inhibition, % at 50 µM;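 further: 0% = growth of vehicle-only cultures of the same strain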
#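 Test agents were incubated with a yeast strain of defined genotype (DNA damage repair defect). Inhibition of growth was derived by comparison with vehicle-exposed cultures.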
# yeast cln2 rad14 – NCI yeast anticancer drug screen, S. cerevisiae cln2 rad14 strain. % growth inhibition at 50 µM. 78,000 compounds, 8.3% hits. AID 165;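 further: 0% = growth of vehicle-only cultures of the same strain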
#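 Compounds are applied to the cln2 rad14 yeast strain, and growth is then compared with that of vehicle-treated cultures to give inhibition.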
# The depositor's hits bear a star; & = joins results of further samples. No stated cut-off is given here; in the data, active means growth inhibition above about 70%; inactive means the rest.
SMILES,mec2-1,rad50,sgs1 mgt1,yeast bub3,yeast mlh1 rad18,yeast cln2 rad14
O=C(O)c1cc2ccccc2c(Cc2c(O)c(C(=O)O)cc3ccccc23)c1O,-5.8,6.3,-19.2,-17.2,-2.9,-27.7
C=Cc1ccccc1 (tested in a mixture with another compound),-3.8&6.9&-1.4,-7.7&1.1&16.1,-12.4&-6.8&-11.2,6.1&14.5&23.4,-6.6&31.1&12.4,2.1&-3.6&1.2
CCCC(=O)O.[Ni],-4.0,8.1,-6.0,-20.2,-2.7,-39.9

# 3 compounds from above, arranged by molar mass, low to high.
SMILES,mec2-1,rad50,sgs1 mgt1,yeast bub3,yeast mlh1 rad18,yeast cln2 rad14
C=Cc1ccccc1 (tested in a mixture with another compound),-3.8&6.9&-1.4,-7.7&1.1&16.1,-12.4&-6.8&-11.2,6.1&14.5&23.4,-6.6&31.1&12.4,2.1&-3.6&1.2
CCCC(=O)O.[Ni],-4.0,8.1,-6.0,-20.2,-2.7,-39.9
O=C(O)c1cc2ccccc2c(Cc2c(O)c(C(=O)O)cc3ccccc23)c1O,-5.8,6.3,-19.2,-17.2,-2.9,-27.7

# A portion of the library, so the mix of outcomes need not match the whole.
